TROY signal inh: inhibitors of TROY-driven NF-kB signaling, primary screen, Q293 LMP1-TROYcd cells, NF-kB luciferase, uHTS | Q293 LMP1-TROYcd NF-kB luciferase reporter, 4 h | inhibition, % at 10 µM | 360,000 tested, 0.98% active;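 active means compounds whose plate-normalised and pattern-corrected inhibition of the luciferase reporter signal at the single screening dose is 50% or more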
Shn3 inh set2: reduction of Shn3 3'UTR firefly luciferase signal, primary screen, Schnurri-3 inhibitor project, cell-based, Clone20 osteoblasts, set 2; 360,000 tested, 0.52% active; inhibition, % at 12.5 µM; Clone20 osteoblast Shn3 3'UTR firefly luciferase, 24 h;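 active means mean inhibition of at least 75% with every replicate also reaching 75%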;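 further: 0% = median of neutral control wells and 100% = pilot-screen positive control compound; some compounds past the cut are filed as inactive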
TWEAK Fn14 block: inhibitors of TWEAK-Fn14 signaling, primary screen, luciferase reporter cells, uHTS | TWEAK-stimulated Fn14 reporter cells, luciferase luminescence, 8 h | inhibition, % at 10 µM | 360,000 tested, 2% active; in the data active means inhibition above about 50%
C8 TRAIL sens: viability loss with TRAIL in NB7+C8 cells, primary screen, TRAIL sensitizer project, cell-based, ATPlite luminescence. inhibition (viability loss, TRAIL sensitization), % at 10 µM. 360,000 tested, 1% active. AID 624354, 2012;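 active means compounds causing at least 50% loss of cell viability in the single-dose screen, relative to plate controls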
CF NFkB block: inhibitors of PAF-induced NF-kB signaling, primary screen, cell-based, GFP fluorescence, uHTS; inhibition, % at 5 µM; 360,000 tested, 0.86% active; KKLEB NF-kB-GFP reporter, GFP fluorescence overnight;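 active means at least 50% inhibition at 5 µM, scaled per plate between neutral and stimulator controls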;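 further: PAF is a Pseudomonas aeruginosa culture filtrate used as stimulus; plate controls were PAF-stimulated DMSO wells for no effect and unstimulated DMSO wells for full effect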
HIF-2a block: HIF-2a reporter inhibitors, primary screen, luminescence, 786-0 RCC cells; 786-0 RCC cells HIF-2a reporter, luciferase luminescence, overnight; inhibition, % at 18.8 µM; 360,000 tested, 0.72% active; AID 624352, 2012;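 active means inhibition of the luminescence signal of 40% or more relative to plate controls, in a single-dose primary screen at 18.75 µM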
NR2E3 ag-1: NR2E3 agonists in two-hybrid cells, primary screen, cell-based, luminescence, CHO-S, Gal4-NCOR/VP16-NR2E3. luciferase. inhibition of corepressor binding, % at 3.98 µM. 360,000 tested, 0.35% active. AID 602229, 2012;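 active means inhibition above the mean of all tested compounds plus 3 SD, cut at about 70% in these data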;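 further: 0% = DMSO with NR2E3 transfected cells and 100% = cells lacking NR2E3 construct; higher means lower luciferase signal from less NR2E3 corepressor binding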
Target sequence (Q9Y5X4 whole entry, looked up, the tested form may be a part): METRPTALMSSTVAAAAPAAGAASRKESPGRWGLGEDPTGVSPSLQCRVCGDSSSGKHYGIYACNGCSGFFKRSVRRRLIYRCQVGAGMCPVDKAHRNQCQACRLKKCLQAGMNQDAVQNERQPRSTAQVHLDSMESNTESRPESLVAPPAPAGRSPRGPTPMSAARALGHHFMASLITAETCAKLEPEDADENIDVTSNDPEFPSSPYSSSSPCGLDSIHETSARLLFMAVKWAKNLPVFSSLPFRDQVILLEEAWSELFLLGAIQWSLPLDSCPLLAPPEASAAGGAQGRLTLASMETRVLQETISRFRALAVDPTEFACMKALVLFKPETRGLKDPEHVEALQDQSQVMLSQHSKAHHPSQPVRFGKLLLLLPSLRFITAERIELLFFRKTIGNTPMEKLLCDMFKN
KKLEB tox: cytotoxicity in KKLEB CF airway cells, primary screen, cytotoxicity control for CF NF-kB inhibitor project, cell-based, uHTS, fluorescence assay plates | KKLEB CF airway cells viability, ATPlite luminescence, overnight; hits give low values; cells stimulated with P. aeruginosa culture filtrate | activity change (cytotoxicity), % at 5 µM | 360,000 tested, 0.36% active;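 active means corrected activity change at or below -50% at 5 µM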
Peg3 prom inh: Peg3 promoter-driven luciferase inhibitors, primary screen, cell-based, HeLa, luciferase luminescence; HeLa PEG-Prom luciferase reporter, overnight; inhibition, % at 20 µM; 360,000 tested, 1.7% active; AID 588405, 2011;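 active means inhibition of at least 50% at 20 µM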
NR2E3 ag-2: inhibitors of NR2E3-RetCOR corepressor binding, primary screen, NR2E3 agonist project, biochemical, TR-FRET, GST-NR2E3, biotin-RetCOR. Photoreceptor-specific nuclear receptor (Homo sapiens), Q9Y5X4. 1536-well. inhibition of corepressor binding, % at 4.78 µM. 320,000 tested, 0.12% active. AID 2300, 2010;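 active means percent inhibition above the cutoff of mean plus 3 SD of all tested compounds, set per screening campaign, cut at about 20% in these data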;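 further: 0% = DMSO wells and 100% = biotin wells as full block of FRET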
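Material: NR2E3–RetCOR corepressor complex / Amount: 1.35 nM GST-NR2E3 / Medium: Tris pH 7.5 / Compound: single nominal compound dose of 4.8 µM / Incubation: 5 h at 4 °C / Technique: TR-FRET, Eu(K)-anti-GST donor, streptavidin-D2 acceptor, ex 340, em 617/671 nm / Read-out basis: percent loss of FRET ratio relative to control wells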
TRPM1 prom inh: inhibitors of MITF-dependent TRPM1 promoter reporter, primary screen, cell-based, SK-MEL-5, single point, luciferase; SK-MEL-5 TRPM1 promoter luciferase, 24 h; inhibition, % at 12.5 µM; 330,000 tested, 0.83% active; AID 488899, 2010;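 active means mean inhibition across replicates of 60% or more, whatever share of single replicates reaches that level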; further: values of inactives mirror those of a sister screen read the other way
Starred values were filed as active, the others as inactive; · = no result given. These rows are one share of the data (hit frequency here may not be typical).

SMILES | TROY signal inh | Shn3 inh set2 | TWEAK Fn14 block | C8 TRAIL sens | CF NFkB block | HIF-2a block | NR2E3 ag-1 | KKLEB tox | Peg3 prom inh | NR2E3 ag-2 | TRPM1 prom inh
O=C(NCc1ccc(C(F)(F)F)cc1)c1ccc(-c2cccnc2)c2ccoc12 | -43 | -17 | -13 | -7 | -25 | -183 | -157 | 5 | -256 | · | ·
O=C(O)C1CN(c2nc(Cl)ccc2[N+](=O)[O-])C1 | -1 | 11 | 14 | -4 | -14 | 14 | -16 | 5 | 12 | 3 | 0
CCCCC(=O)Nc1ccc(C(=O)NNC(=S)NC(=O)c2ccco2)cc1 | -42 | 16 | -23 | 9 | -1 | -3 | -7 | -13 | -20 | -4 | 0
C=CC[C@@H](CC(=O)N[C@@H](CO)Cc1ccccc1)C(=O)N[C@@H](COC(=O)[C@@H](CC=C)Cc1ccc(F)cc1)Cc1c[nH]c2ccccc12 | 10 | 25 | 24 | 18 | -3 | -1 | 1 | 7 | 49 | · | 14
O=C(CC(C(=O)O)C1CCCO1)NCc1ccccc1 (stereo not drawn) | -18 | 10 | -10 | 3 | 1 | 14 | -8 | 1 | 3 | 0 | -8
COC(=O)c1cc(NC(=O)c2cccnc2)ccc1N1CCOCC1 | 9 | -31 | -13 | 0 | 2 | 20 | -27 | 8 | 24 | 2 | 1
COc1cc2c(cc1OC)C(Cc1ccccc1[N+](=O)[O-])=NCC2 | -8 | -18 | 26 | -11 | -3 | 8 | -10 | -3 | -7 | · | 4
O=C(OCC(=O)C12CC3CC(CC(C3)C1)C2)c1ccccn1 | -14 | 9 | -19 | -2 | 5 | 15 | -10 | 8 | 14 | 0 | -1
O=S(=O)(c1ccccc1F)N1CCN(CC(O)c2ccccc2)CC1 (stereo not drawn) | 5 | 7 | 34 | 7 | -13 | 17 | -9 | -6 | 18 | 1 | 16
O=C(NCC1CCCO1)c1cc2ccccc2oc1=O (stereo not drawn) | -47 | -32 | -7 | 4 | 18 | -69 | -7 | -20 | -116 | 0 | -19
O=S(=O)(Nc1cccnc1Cl)c1ccc(F)cc1 | -10 | 2 | -3 | -13 | -12 | 8 | -11 | 6 | 14 | 3 | -6
Cc1cccc(NC(=S)NCC(c2cccnc2)N(C)C)c1 (stereo not drawn) | -10 | 2 | -16 | 5 | -17 | -3 | -39 | -13 | 10 | -2 | 20
O=C(N/N=C/c1ccncc1)C1CC1(c1ccccc1)c1ccccc1 (stereo not drawn) | -12 | -24 | -15 | 5 | -2 | 21 | -11 | 6 | 7 | -2 | 5
N/C(=N\OS(=O)(=O)c1ccc(Br)cc1)c1ccncc1 | 10 | -15 | -6 | 16 | 2 | 11 | -26 | -4 | 2 | 2 | -1
CCCC(C)NC(=O)c1cc(Cl)ccc1OC (stereo not drawn) | 14 | -5 | -12 | -3 | -20 | 13 | -1 | 8 | 22 | 0 | 9
C/C(=N\Nc1nc2ccccc2s1)c1ccc(Br)s1 | 31 | 29 | 51* | 29 | -3 | -127 | -31 | -15 | -86 | 1 | 8
O=C(COC(=O)COc1ccccc1[N+](=O)[O-])NCc1ccc2c(c1)OCO2 | 28 | -1 | 15 | 0 | 16 | 10 | 0 | -5 | 3 | · | 13
O=c1c(Cl)c(NCCCO)cnn1-c1nc2ccccc2[nH]1 | -10 | 10 | 50 | 5 | -7 | -99 | -63 | 5 | 99* | -4 | 5
Cc1ccc(C)c(S(=O)(=O)N2CCCC2CNC(=O)C(=O)NC2CCCC2)c1 (stereo not drawn) | -16 | -1 | -6 | -13 | 11 | 12 | -19 | -24 | 4 | 4 | -2
CN(CC(=O)Nc1ccc(F)c(F)c1F)C(=O)c1ccc(-n2cncn2)cc1 | 5 | 0 | -8 | -5 | -21 | -2 | 7 | 5 | 4 | 2 | 6
COc1ccc(N2CCN(C3CC(=O)NC3=O)CC2)cc1 (stereo not drawn) | -5 | -6 | 8 | -2 | -1 | 10 | -16 | 9 | 6 | -2 | 13
CC1=CC(C)(C)Nc2ccc(OC(=O)C(C)N3C(=O)c4ccccc4C3=O)cc21 (stereo not drawn) | 35 | 78 | 34 | 17 | 8 | 78* | 12 | -6 | -18 | -2 | 13
Cc1nnc(SC(C)C(=O)Nc2ccc(Cl)cn2)n1Cc1ccccc1 (stereo not drawn) | -4 | 7 | 7 | 6 | -12 | 20 | 8 | 14 | 11 | 0 | -1
CCOC(=O)Cc1csc(NC(=O)CSc2nnc(-c3ccc(OC)cc3)n2C)n1 | 0 | -10 | 15 | -6 | -2 | 16 | -9 | -5 | 17 | 1 | 4
Cn1c(=O)c(=O)n(C)c2cc([N+](=O)[O-])c([N+](=O)[O-])cc21 | -4 | 21 | 0 | 19 | -1 | 16 | 8 | -11 | 8 | -1 | -1
O=C([C@H]1O[C@@H](n2ccc(=O)[nH]c2=O)[C@H](O)[C@@H]1O)N1CCC(F)(F)CC1 | 8 | -15 | -4 | -8 | -12 | 11 | -16 | 10 | -8 | · | ·
O=c1cc(N2CCN(c3ccccc3)CC2)[nH]c(=O)n1Cc1ccc(F)cc1 | -3 | 8 | 17 | -2 | -4 | 11 | -9 | 0 | 16 | -4 | 0
CC(=O)Nc1ccc(-c2nc3c(C)cccc3[nH]2)cc1 | -77 | -74 | 6 | 22 | -23 | -230 | -127 | 2 | -232 | 2 | -67
COC(=O)c1cc(OC)c(OC)cc1NC(=S)Nc1cccc(Cl)c1 | 25 | 2 | 6 | 6 | -13 | -9 | -2 | 7 | 11 | -1 | 2
O=C1C2ON(c3ccccc3)C(c3ccccc3F)C2C(=O)N1c1ccccc1 (stereo not drawn) | 6 | -8 | -1 | 7 | -13 | 14 | -36 | 13 | 10 | 2 | 5
O=C(N/N=C\c1cccs1)c1ccccc1-n1cccc1 | -1 | -15 | 10 | -16 | -30 | 0 | -11 | -6 | 22 | 1 | 19
COc1ccc(OC)c(NC(=O)CNC(=O)c2cccs2)c1 | 7 | 4 | 10 | -5 | 2 | 11 | -16 | -2 | -9 | 2 | 11
O=C(O)/C=C\c1cccc(-n2cnnn2)c1 | 6 | 8 | 19 | 1 | -4 | 8 | 11 | 6 | 7 | 1 | -19
CC1CCC(NC(=O)c2cc3ccccc3cc2O)CC1 (stereo not drawn) | 11 | -74 | 3 | 12 | 32 | -297 | -153 | 12 | -228 | -2 | -90
CN(C)C(CNC(=O)CN1C(=O)NC2(CCCC2)C1=O)c1ccccc1 (stereo not drawn) | 5 | -28 | -24 | 11 | -7 | -6 | -4 | -7 | -4 | 2 | 4
N/C(=N\OC(=O)Nc1cccc(C(F)(F)F)c1)c1ccno1 | -9 | 3 | 19 | -10 | 3 | 9 | 3 | 3 | 9 | -2 | -1
c1ccc2c(c1)[nH]c1nc(SCCN3CCOCC3)nnc12 | -35 | -14 | -6 | 25 | 3 | -65 | -22 | -5 | -23 | -5 | -15
O=C(NCCc1c[nH]c2ccccc12)OCCCCOC(=O)NCCc1c[nH]c2ccccc12 | 71* | 51 | 74* | 21 | 6 | 5 | 26 | 1 | 24 | 2 | 9
Cc1ccc(C(=O)N2CCN(C)CC2)cc1[N+](=O)[O-] | 11 | -2 | -4 | -4 | 5 | 7 | -22 | -4 | 11 | 2 | -5
CCc1nccn1CCC(=O)N1CCCC(N2CCN(c3ccccc3C)CC2)C1 (stereo not drawn) | -21 | 10 | -1 | -5 | -6 | -5 | -14 | 11 | -13 | 1 | -6
O=C(CSc1nnc(CNC(=O)c2cccs2)o1)Nc1ccc(Br)cc1 | -3 | 2 | 4 | -7 | -2 | 14 | 6 | 11 | 10 | -1 | -3
Cc1nn(C)c(C)c1/C=C/C(=O)c1cccs1 | -42 | -94 | -15 | 22 | -2 | -109 | -9 | 6 | -118 | 2 | -42
CCOc1ccc(C(c2nnnn2C(C)(C)C)N2CCN(C(=O)c3ccco3)CC2)cc1 (stereo not drawn) | 8 | 3 | 9 | -11 | -6 | 7 | -19 | 13 | 3 | 0 | ·
Cc1ccsc1C(=O)OCC(=O)N1CCN(c2ccccc2)CC1 | -39 | -31 | -4 | -11 | 16 | -46 | -26 | -7 | -111 | · | -33
Cc1ccsc1C1Nc2ccccc2-c2nc3ccccc3n21 (stereo not drawn) | -45 | -23 | 0 | 7 | 3 | -214 | -93 | -13 | -157 | 1 | -46
Cc1c(C)c2ccc(OC(C)C(=O)N3CC[C@@]4(O)CCCC[C@H]4C3)cc2oc1=O (stereo partly drawn) | 2 | -13 | -30 | -1 | 24 | -4 | -4 | -20 | -6 | -4 | -2
CCOc1ccccc1NC(=O)CNC(=O)N1CC(=O)Nc2ccccc21 | -3 | -6 | 5 | 3 | 0 | 21 | 4 | 4 | 9 | -5 | 25
COc1ccc(OC)c(-c2csc(NC(=O)Cc3ccc(OC)c(OC)c3)n2)c1 | 35 | 3 | 22 | 6 | -3 | -11 | 20 | 2 | -5 | 1 | -7
c1ccc(-c2nnc(CN3CCN(C(c4ccccc4)c4ccccc4)CC3)o2)cc1 | 12 | 4 | 11 | 11 | -6 | -4 | -18 | -1 | -11 | 0 | ·
Cc1sc(NC(=O)c2ccccc2F)c(CN2CCCCC2)c1C | -38 | -35 | -48 | -8 | -22 | -120 | -66 | 6 | -127 | -1 | -19

Rewritten comma-delimited: entries from further up.
molecule,TROY signal inh,Shn3 inh set2,TWEAK Fn14 block,C8 TRAIL sens,CF NFkB block,HIF-2a block,NR2E3 ag-1,KKLEB tox,Peg3 prom inh,NR2E3 ag-2,TRPM1 prom inh
Cc1c(C)c2ccc(OC(C)C(=O)N3CC[C@@]4(O)CCCC[C@H]4C3)cc2oc1=O (stereo partly drawn),2,-13,-30,-1,24,-4,-4,-20,-6,-4,-2
CCOc1ccccc1NC(=O)CNC(=O)N1CC(=O)Nc2ccccc21,-3,-6,5,3,0,21,4,4,9,-5,25
COc1ccc(OC)c(-c2csc(NC(=O)Cc3ccc(OC)c(OC)c3)n2)c1,35,3,22,6,-3,-11,20,2,-5,1,-7
c1ccc(-c2nnc(CN3CCN(C(c4ccccc4)c4ccccc4)CC3)o2)cc1,12,4,11,11,-6,-4,-18,-1,-11,0,·
Cc1sc(NC(=O)c2ccccc2F)c(CN2CCCCC2)c1C,-38,-35,-48,-8,-22,-120,-66,6,-127,-1,-19
